Screening results from PubChem BioAssay.
SENP6 block: SENP6 protease inhibition. 330,000 tested, 1.8% active. Recombinant SENP6 catalytic domain, aminoluciferin luminescence. AID 2599. Q9GZR1. inhibition, % at 10 µM;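 active = inhibition above about 50% at the single tested dose, limit read from the data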;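 note: plate controls were DMSO wells with enzyme for no effect and DMSO wells lacking enzyme for full effect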
Target sequence (Q9GZR1 628-1112 limits assumed): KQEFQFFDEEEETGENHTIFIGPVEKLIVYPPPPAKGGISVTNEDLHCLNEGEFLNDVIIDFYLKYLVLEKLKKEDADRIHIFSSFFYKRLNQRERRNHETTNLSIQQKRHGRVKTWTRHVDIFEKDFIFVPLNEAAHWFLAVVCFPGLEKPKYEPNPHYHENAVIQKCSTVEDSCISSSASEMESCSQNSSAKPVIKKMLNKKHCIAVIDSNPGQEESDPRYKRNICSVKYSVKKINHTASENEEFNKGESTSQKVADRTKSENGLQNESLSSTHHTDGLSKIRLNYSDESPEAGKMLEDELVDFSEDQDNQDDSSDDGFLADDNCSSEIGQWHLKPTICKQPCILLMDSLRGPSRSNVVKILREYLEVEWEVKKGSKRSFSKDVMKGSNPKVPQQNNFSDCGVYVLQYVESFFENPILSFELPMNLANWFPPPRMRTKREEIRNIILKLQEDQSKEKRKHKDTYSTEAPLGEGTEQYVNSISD
PfGluPho inh: PfG6PD (Plasmodium falciparum) enzyme inhibition; PfGluPho enzyme, NADPH resazurin-diaphorase fluorescence; inhibition, % at 20 µM; 350,000 tested, 0.78% active;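 active = inhibition reaching at least a set limit at 20 µM in the primary screen, cut at about 59% in these data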;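 note: 0% = DMSO wells with substrate and 100% = DMSO wells lacking glucose-6-phosphate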
SENP8 inh: SENP8 (human) protease inhibition. Q96LD8. recombinant SENP8, Nedd8 substrate fluorescence. 360,000 tested, 0.64% active. inhibition, % at 20 µM. AID 602440; in the data active = inhibition mostly above about 40%, no sharp cut-off; inactive = mostly below about 27%
NR3A LBD binder: modulators (binders) of human NR3A ligand-binding domain; 340,000 tested, 2.5% active; Tm shift relative to glycine control, % at 25 µM; NR3A LBD differential scanning fluorimetry, Tm shift; 0% = protein alone, 100% = glycine-bound protein;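 active = melting temperature shift of at least 10% of the positive control shift, at one fixed dose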
SENP7 inh: inhibitors of human SENP7 protease | Q9BQF6 | recombinant SENP7, Z-RLRGG-aminoluciferin luminescence, 40 min | inhibition, % at 5 µM | AID 434973 | 330,000 tested, 1.5% active;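 active = inhibition above about 50% at the single test dose, limit read from the data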;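 note: plate controls were DMSO with enzyme for no effect and no enzyme buffer wells for full effect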
Target sequence (Q9BQF6 706-1050 limits assumed): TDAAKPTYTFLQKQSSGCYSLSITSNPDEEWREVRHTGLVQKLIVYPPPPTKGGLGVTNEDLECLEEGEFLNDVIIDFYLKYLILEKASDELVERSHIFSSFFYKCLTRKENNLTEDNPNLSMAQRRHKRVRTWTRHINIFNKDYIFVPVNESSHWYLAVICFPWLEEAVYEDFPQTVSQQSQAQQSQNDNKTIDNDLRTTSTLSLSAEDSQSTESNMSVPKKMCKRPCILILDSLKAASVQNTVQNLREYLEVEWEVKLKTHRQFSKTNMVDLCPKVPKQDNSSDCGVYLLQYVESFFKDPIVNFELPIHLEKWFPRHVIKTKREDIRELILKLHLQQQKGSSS
HKDC1 inh: inhibitors of human hexokinase HKDC1 | inhibition, % at 20 µM | 340,000 tested, 0.16% active | AID 493160 | Q2TB90 | recombinant HKDC1, G6PDH/diaphorase resazurin coupled fluorescence;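 active = inhibition above about 35% when tested at 20 µM, limit read from the data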;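 note: plate controls were DMSO wells with enzyme for no effect and DMSO wells lacking enzyme for full effect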
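Test system: HK5 enzyme. Quantity: 5 µg/mL HK5 final. Reagent: glucose and ATP substrates. Schedule: 90 min reaction incubation at room temperature, dark. Technique: resazurin-to-resorufin fluorescence via G6PDH and diaphorase coupling, 525/613 nm. Control set: DMSO wells with and without enzyme mix.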
ATG4B inh: inhibitors of human ATG4B cysteine protease. Q9Y4P1. ATG4B cleavage of LC3-PLA2, NBD-HPC fluorescence, 1 h. inhibition, % at 8.33 µM. 340,000 tested, 0.51% active; in the data active = inhibition above about 40%
MPTP block: permeability transition pore inhibition | isolated mouse mitochondria, Ca2+ swelling absorbance, 30 min | inhibition, % at 10 µM | 360,000 tested, 1.4% active;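 active = inhibition of 50% or more, scaled per plate between neutral and stimulator controls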;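 note: 0% = DMSO wells given calcium and 100% = 1 mM EGTA wells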
* hit, by the source's call; i = inactive; . = no result given.

1. C=CCN1C(=O)[C@@H]2Cc3c([nH]c4ccccc34)C(c3ccc(O)cc3)N2C1=S (stereo partly specified)
2. O=C(Nc1ccncc1)C1CC(=O)N(c2ccccc2)C1 (stereo unspecified)
3. CCC(=O)N1CCc2cc(S(=O)(=O)N(C)c3ccc(Br)cc3)ccc21
4. CCc1ccc(N=CC23c4ccccc4C(c4ccccc42)C2C(=O)N(c4ccc(OC)cc4)C(=O)C23)cc1 (stereo unspecified)
5. O=C(CN1C(=O)NC2(CCCCCC2)C1=O)NCc1ccccc1

assay / entry,1,2,3,4,5
SENP6 block,4,.,-7,-7,-11
PfGluPho inh,9,-5,-9,16,-2
SENP8 inh,13,-6,23,3,13
NR3A LBD binder,21*,1,1,0,4
SENP7 inh,8,.,0,4,3
HKDC1 inh,-5,-7,0,0,0
ATG4B inh,9,-3,3,2,-5
MPTP block,1.0,-1.5,2.3,1.2,-1.8

6. CN(CC(=O)NCc1ccccc1Cl)S(=O)(=O)c1cccs1
7. COc1ccc(Br)cc1C1CC(=O)N2CN(C)CSC2=C1C#N (stereo unspecified)
8. Cc1ccc(O)c(NC(=S)NC(=O)Cc2ccc(Cl)cc2)c1
9. COCCCn1c(C)nc2c(c1=O)c1nc3ccccc3nc1n2CCc1ccccc1
10. Cc1csc(NC(=O)c2ccc3nc[nH]c3c2)n1

assay / entry,6,7,8,9,10
SENP6 block,-15,-2,3,6,82*
PfGluPho inh,-11,65*,-11,19,10
SENP8 inh,4,65*,6,i,1
NR3A LBD binder,-2,-1,-7,1,-6
SENP7 inh,2,16,11,6,78*
HKDC1 inh,4,16,-7,7,-3
ATG4B inh,2,0,-4,-11,-4
MPTP block,-1.4,0.7,0.1,-4.3,-1.8

11. O=C(N/N=C/c1ccc2c(c1)OCO2)c1cc(-c2ccccc2)nc2ccccc12
12. N#CCCN(C(=O)CSc1nc2ccccc2c(=O)[nH]1)c1ccc(F)cc1
13. COc1cccc(NC(=O)c2ccc3nc(C)sc3c2)c1
14. O=C(CSc1nc(-c2ccccc2)c(-c2ccccc2)[nH]1)Nc1nccs1
15. COc1cc(NC(=O)c2cccc(C)c2)c(Cl)cc1[N+](=O)[O-]

assay / entry,11,12,13,14,15
SENP6 block,-5,15,91*,-3,17
PfGluPho inh,-4,-3,14,-16,0
SENP8 inh,-13,-6,16,-16,18
NR3A LBD binder,0,-2,-22,-4,-3
SENP7 inh,3,5,89*,9,-7
HKDC1 inh,1,0,2,-2,-8
ATG4B inh,1,-3,1,5,4
MPTP block,1.8,-1.1,-0.3,0.4,-0.3

16. O=C(CSc1nnc(-c2cccnc2)o1)Nc1nccs1
17. O=C(c1c(F)cccc1F)N1CCCc2ccccc21
18. O=C(O)CCCNC(=O)c1nn(Cc2ccccc2)c(=O)c2ccccc12
19. CCN(CC(=O)Nc1cccc(F)c1)CC(=O)Nc1ccccc1OC
20. CCOc1ccc(NC(=O)CCN2CCN(S(=O)(=O)c3ccc(OC)cc3)CC2)cc1

assay / entry,16,17,18,19,20
SENP6 block,-5,-25,-43,-1,-30
PfGluPho inh,-1,5,-13,15,0
SENP8 inh,-4,15,13,13,22
NR3A LBD binder,1,-1,0,-1,-6
SENP7 inh,-6,-8,-7,3,-13
HKDC1 inh,-20,-1,-6,-21,-3
ATG4B inh,-1,-8,1,1,-17
MPTP block,-0.9,3.7,0.9,-1.0,1.1

Ordered by SMILES length (highest first): some entries from above.
20. CCOc1ccc(NC(=O)CCN2CCN(S(=O)(=O)c3ccc(OC)cc3)CC2)cc1
11. O=C(N/N=C/c1ccc2c(c1)OCO2)c1cc(-c2ccccc2)nc2ccccc12
9. COCCCn1c(C)nc2c(c1=O)c1nc3ccccc3nc1n2CCc1ccccc1
15. COc1cc(NC(=O)c2cccc(C)c2)c(Cl)cc1[N+](=O)[O-]
18. O=C(O)CCCNC(=O)c1nn(Cc2ccccc2)c(=O)c2ccccc12
19. CCN(CC(=O)Nc1cccc(F)c1)CC(=O)Nc1ccccc1OC
8. Cc1ccc(O)c(NC(=S)NC(=O)Cc2ccc(Cl)cc2)c1

assay / entry,20,11,9,15,18,19,8
SENP6 block,-30,-5,6,17,-43,-1,3
PfGluPho inh,0,-4,19,0,-13,15,-11
SENP8 inh,22,-13,i,18,13,13,6
NR3A LBD binder,-6,0,1,-3,0,-1,-7
SENP7 inh,-13,3,6,-7,-7,3,11
HKDC1 inh,-3,1,7,-8,-6,-21,-7
ATG4B inh,-17,1,-11,4,1,1,-4
MPTP block,1.1,1.8,-4.3,-0.3,0.9,-1.0,0.1

6. CN(CC(=O)NCc1ccccc1Cl)S(=O)(=O)c1cccs1
13. COc1cccc(NC(=O)c2ccc3nc(C)sc3c2)c1
16. O=C(CSc1nnc(-c2cccnc2)o1)Nc1nccs1
10. Cc1csc(NC(=O)c2ccc3nc[nH]c3c2)n1
17. O=C(c1c(F)cccc1F)N1CCCc2ccccc21

assay / entry,6,13,16,10,17
SENP6 block,-15,91*,-5,82*,-25
PfGluPho inh,-11,14,-1,10,5
SENP8 inh,4,16,-4,1,15
NR3A LBD binder,-2,-22,1,-6,-1
SENP7 inh,2,89*,-6,78*,-8
HKDC1 inh,4,2,-20,-3,-1
ATG4B inh,2,1,-1,-4,-8
MPTP block,-1.4,-0.3,-0.9,-1.8,3.7

New compounds follow:
21. CCOc1ccc(S(=O)(=O)NCC(=O)N(C)Cc2cccnc2)cc1
22. COc1ccc(CNS(=O)(=O)c2cccc(S(=O)(=O)N3CCOCC3)c2)cc1
23. COc1cc(NC(=O)Nc2cccc(Cl)c2)c(C(=O)O)cc1OC
24. C=CCN=C(NC#N)SCc1ccccc1Cl
25. CCc1ccc(CN2CCC(n3nccc3NC(=O)c3ccc4c(c3)OCO4)CC2)cc1

assay / entry,21,22,23,24,25
SENP6 block,-12,-7,-20,6,-13
PfGluPho inh,-3,0,-1,-10,-1
SENP8 inh,30,4,i,17,7
NR3A LBD binder,-1,2,-6,-8,-2
SENP7 inh,2,-21,-3,-1,14
HKDC1 inh,-1,-4,-1,6,-3
ATG4B inh,6,-6,-7,-8,-11
MPTP block,0.2,0.8,2.0,1.8,0.8

26. O=C(NNC1=Nc2cccc3cccc1c23)c1ccc(Br)cc1
27. O=C(O)c1cccnc1SCc1cccc(Cl)c1
28. O=C1C2C3C=CC(CC3)C2C(=O)N1c1ccc(Br)cc1[N+](=O)[O-] (stereo unspecified)
29. COc1ccc(C(=O)c2cn(-c3cccc(Br)c3)nc2C(C)=O)cc1
30. CCN(CC)S(=O)(=O)c1cccc(-n2c(O)c(C=Nc3ccccc3C(=O)O)c3ccccc3c2=O)c1

assay / entry,26,27,28,29,30
SENP6 block,.,-11,1,-19,18
PfGluPho inh,-3,6,-1,-9,-27
SENP8 inh,-26,9,1,15,-30
NR3A LBD binder,4,1,-3,3,-1
SENP7 inh,.,6,-4,3,9
HKDC1 inh,-19,0,-3,-8,9
ATG4B inh,3,-2,9,-3,-7
MPTP block,83*,-0.3,1.8,4.6,7.4

31. FC(F)(F)c1cnc(Nc2ccc(N3CCOCC3)cc2)c(Cl)c1
32. O=c1[nH]c(=O)c2ccccc2o1
33. CC(C)CC(=O)NC(=S)NNC(=O)c1ccc([N+](=O)[O-])cc1
34. Cc1ccc(S(=O)(=O)N2CCN(C(=O)CN3C(=O)NC(C)(CCC(C)C)C3=O)CC2)c(C)c1 (stereo unspecified)
35. c1ccc(COc2ccc(Nc3ncnc4nc[nH]c34)cc2)cc1

assay / entry,31,32,33,34,35
SENP6 block,19,.,9,.,-11
PfGluPho inh,12,-15,-26,2,12
SENP8 inh,35,.,20,20,13
NR3A LBD binder,3,-1,1,2,26*
SENP7 inh,5,.,1,.,-16
HKDC1 inh,4,3,-7,-7,-2
ATG4B inh,-8,0,2,-6,-6
MPTP block,0.4,.,-2.2,1.3,0.7

36. COc1ccc(CCNC(=O)CSc2nc(C)nc3sccc23)cc1OC
37. Cc1ccc(C)c(-c2cc(C(=O)Nc3sc(C)c(C)c3C(N)=O)c3ccccc3n2)c1
38. Cc1ccc(NC(=O)CSc2nc3ccccc3c(=O)n2Cc2cccs2)cc1
39. CCCNS(=O)(=O)c1ccc(NC(=O)c2ccccn2)cc1
40. CN1C(=O)CC(N2CCC(c3nc4ccccc4s3)CC2)C1=O (stereo unspecified)

assay / entry,36,37,38,39,40
SENP6 block,23,3,-22,69*,-7
PfGluPho inh,4,20,-7,3,7
SENP8 inh,13,-1,14,16,-1
NR3A LBD binder,4,14*,-15,0,1
SENP7 inh,-4,6,-11,57*,8
HKDC1 inh,0,-6,1,6,-7
ATG4B inh,-14,19,-7,7,-13
MPTP block,1.9,2.4,5.7,3.9,-1.3

41. CCCCCC1CCC(C(=O)NNC(=S)NCC)CC1 (stereo unspecified)
42. Cc1cccc(NC(=O)c2ccc(S(=O)(=O)N(C)C)cc2)c1
43. COc1ccc(C2=NO[C@@H]3[C@@H]4C[C@@H]([C@H]5C(=O)N(C)C(=O)[C@@H]45)[C@H]23)c(OC)c1
44. COc1cccc(CN2CCCN(S(=O)(=O)c3ccc(Br)cc3)CC2)c1
45. Cc1ccc(S(=O)(=O)NC2CCCCCCC2)cc1

assay / entry,41,42,43,44,45
SENP6 block,9,2,-17,-5,-15
PfGluPho inh,2,2,3,5,-4
SENP8 inh,12,10,-16,21,10
NR3A LBD binder,-2,2,-2,4,-4
SENP7 inh,2,5,1,10,-6
HKDC1 inh,-8,-2,-6,1,-1
ATG4B inh,-7,-6,3,-8,4
MPTP block,18,-0.2,1.3,-0.4,-0.7

46. COc1ccc(C(=O)c2sc(Nc3ccccc3)nc2C)cc1
47. O=C(NCCCN1CCOCC1)c1ccc(/C=C2\Oc3ccccc3N(Cc3ccccc3F)C2=O)cc1
48. Cc1ccc(CNc2nc(C)nc3sc4c(c23)CCC4)cc1
49. CN1CCN(C(=O)c2ccc3c(c2)S(=O)(=O)c2ccccc2C3=O)CC1
50. COc1ccc(S(=O)(=O)N2CCN(c3nn(C)c(=O)n(C)c3=O)CC2)cc1

assay / entry,46,47,48,49,50
SENP6 block,-5,-14,-11,-5,-15
PfGluPho inh,12,-14,10,16,1
SENP8 inh,-75,-332,-15,9,0
NR3A LBD binder,-11,-10,-2,-4,-1
SENP7 inh,9,0,-1,-16,2
HKDC1 inh,-2,-4,-3,-6,-5
ATG4B inh,-1,-5,36,4,0
MPTP block,-0.2,0.5,62*,-0.1,-0.8

51. c1ccc(-n2nnc3ccccc32)cc1
52. O=C(CSc1ccc(Cl)cc1)N1CCN(c2ncc(C(F)(F)F)cc2Cl)CC1
53. O=C(NCCc1ccccc1)C1CCC(=O)N1CCc1ccccc1 (stereo unspecified)
54. C=CCN1C(=O)/C(=C/c2ccc(OCC(=O)O)cc2)S/C1=N/c1nccs1

assay / entry,51,52,53,54
SENP6 block,-2,3,-10,20
PfGluPho inh,-10,6,9,-24
SENP8 inh,6,20,20,-1
NR3A LBD binder,1,-4,0,1
SENP7 inh,0,1,2,3
HKDC1 inh,0,3,7,11
ATG4B inh,5,3,-7,-4
MPTP block,-2.6,18,-0.6,1.4
